M5 antag = blocks acetylcholine activation of human M5 receptor | 360,000 compounds, 0.59% hits | P08912 | inhibition, % at 3 µM | AID 624040 | CHO-hM5 cells, Fluo-8 calcium fluorescence, ACh EC80;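 active = inhibition above a per-plate cutoff, the mean of that plate's test compounds plus 3 SD, cut at about 27% in these data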;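 also: 0% = acetylcholine EC80 with DMSO and 100% = DMSO without agonist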
CHO-K1 Ca PAM = nonselective activator or artifact in parental CHO-K1 calcium assay | activation, % at 3 µM | 360,000 compounds, 0.02% hits | ATP EC20, Fluo-8 calcium fluorescence; 0% at ATP EC20, 100% at ATP max;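 active = activation above the run cutoff, the mean activation of all test compounds plus 3 SD, cut at about 40% in these data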;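 also: peak over basal fluorescence ratio in a 140 s read after ATP addition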
TAAR1 agonist = agonists of human TAAR1; AID 624467; activation, % at 3 µM; 360,000 compounds, 0.99% hits; CHO RD-HGA16 TAAR1, Fluo-8 calcium fluorescence; vehicle wells 0%, saturating PEA agonist 100%;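 active = activation above the mean activation of all test compounds in the run plus 3 SD, cut at about 38% in these data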
Target sequence (Q96RJ0 whole entry, looked up): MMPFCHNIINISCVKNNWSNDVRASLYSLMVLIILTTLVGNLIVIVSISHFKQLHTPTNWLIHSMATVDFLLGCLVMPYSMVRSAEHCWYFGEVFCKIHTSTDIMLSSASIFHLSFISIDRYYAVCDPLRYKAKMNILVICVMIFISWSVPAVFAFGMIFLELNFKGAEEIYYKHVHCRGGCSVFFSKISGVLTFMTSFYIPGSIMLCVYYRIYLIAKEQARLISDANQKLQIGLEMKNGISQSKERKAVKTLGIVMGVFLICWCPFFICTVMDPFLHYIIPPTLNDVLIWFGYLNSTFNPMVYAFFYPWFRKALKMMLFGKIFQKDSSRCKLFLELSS
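test system = CHO RD-HGA16 cells carrying human TAAR1 plus Gα16 | schedule = 17-24 h seeding, 75 min 37 °C dye, 30 min RT | compound dosing = 3 µM single concentration | control set = DMSO and PEA EC100 | replicates = n 1 | signal = Fluo-8 fluorescence, 5 s baseline then 140 s kinetic read | measure = percent activation vs PEA EC100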
CRFR2-BP ag = CRF-BP/CRF-R2 complex agonism; HEK293 CRF-R2/CRF-BP, calcium dye fluorescence (FLIPR); percent of saturating CRF peptide response; activation, % at 13.2 µM; 350,000 compounds, 0.46% hits;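 active = activation of at least 50%, plus an integration ratio under a set limit after plate pattern correction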;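 also: plate controls were neutral control wells without compound for no effect and CRF at EC100 for full effect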
TAAR1 antag = antagonists of human TAAR1 | Q96RJ0 | CHO RD-HGA16 TAAR1, Fluo-8 calcium fluorescence, antagonist | inhibition, % at 3 µM | 360,000 compounds, 1.5% hits;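 active = inhibition above a per-plate cutoff, the mean inhibition of test compounds on that plate plus 3 SD, cut at about 49% in these data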;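 also: 0% = DMSO plus EC80 beta-PEA response and 100% = DMSO alone without agonist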
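Test system – hTAAR1-expressing CHO RD-HGA16 cells, Gα16-coupled · Also added – β-PEA at EC80 concentration, post-compound challenge · Compound – 3 µM, single point · Incubation – dye loading 75 min at 37 °C, then 30 min room temperature · Measured by – Fluo-8 intracellular calcium dye fluorescence, real-time kinetic reads · Benchmarks – vehicle and agonist controls · Replicates – singlicate, one well per test compound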
M5 ag = agonists of human muscarinic M5 receptor (CHRM5); P08912; CHO-K1 hM5 cells, Fluo-8 calcium fluorescence; 0% DMSO wells, 100% maximal acetylcholine response; activation, % at 3 µM; 360,000 compounds, 0.19% hits; AID 624037;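 active = activation above the run's mean over test compounds plus 3 SD, cut at about 23% in these data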;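 also: signal is peak over basal fluorescence ratio across the kinetic read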
CHRM5 PAM = potentiates acetylcholine response at human M5 receptor. P08912. CHO-K1 hM5, Fluo-8 calcium, ACh EC20 PAM; 0% = ACh EC20, 100% = ACh EC100. activation, % at 3 µM. 360,000 compounds, 0.3% hits. AID 624038;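 active = activation above the run cutoff, the mean activation of all test compounds plus 3 SD, cut at about 18% in these data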
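Measured by: Fluo-8 calcium fluorescence; material: human M5 receptor in CHO-K1 cells; schedule: Post-acetylcholine fluorescence recording 140 s; benchmarks: low control EC20 acetylcholine (0%), high control EC100 acetylcholine (100%); read-out: Max/basal fluorescence ratio as % of EC20–EC100 ACh window; compound: single dose, 3 µM nominal final test concentration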
CHRM4 PAM = potentiates acetylcholine response at human M4 receptor | CHO-K1 hM4/Gqi5, Fluo-8 calcium fluorescence, ACh EC20; 0% = ACh EC20, 100% = maximal ACh | activation, % at 3 µM | 360,000 compounds, 0.4% hits | AID 624126;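 active = activation above its plate's cutoff, the mean activation of sample wells plus 3 SD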; also: some results filed as inactive read as strong as hits
Target sequence (P08173 whole entry, looked up): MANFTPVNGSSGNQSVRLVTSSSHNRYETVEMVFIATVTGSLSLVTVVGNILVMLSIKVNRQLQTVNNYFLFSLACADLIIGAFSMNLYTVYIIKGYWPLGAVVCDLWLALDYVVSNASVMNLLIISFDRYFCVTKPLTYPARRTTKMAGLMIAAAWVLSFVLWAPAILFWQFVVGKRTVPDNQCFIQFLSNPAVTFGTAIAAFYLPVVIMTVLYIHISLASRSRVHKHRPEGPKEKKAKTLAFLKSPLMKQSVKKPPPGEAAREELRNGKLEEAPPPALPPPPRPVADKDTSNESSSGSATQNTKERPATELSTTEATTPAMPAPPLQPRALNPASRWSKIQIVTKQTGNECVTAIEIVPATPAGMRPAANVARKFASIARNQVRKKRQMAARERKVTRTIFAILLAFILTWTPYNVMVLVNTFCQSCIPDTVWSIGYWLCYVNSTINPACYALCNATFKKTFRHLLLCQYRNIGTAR
CRFR2-BP antag = antagonists of CRF-binding protein/CRF-R2 receptor complex; HEK293 CRF-R2/CRF-BP, CRF-induced calcium fluorescence; inhibition, % at 11.8 µM; 350,000 compounds, 0.59% hits;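 active = inhibition of the ligand-induced calcium signal above about 50% at the single tested concentration, limit read from the data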
An asterisk follows results filed as active. An unsorted share of the library, and some 4.2% of all compounds hit somewhere here.

For O=C1[C@H]2[C@@H](c3ccc(Cl)cc3)N3C(=O)N(c4cccc(Cl)c4)C(=O)[C@@]3(Cc3ccccc3)[C@H]2C(=O)N1C1CCCCC1 the results were M5 antag -3, CHO-K1 Ca PAM -16, TAAR1 agonist 8, CRFR2-BP ag 3.2, TAAR1 antag -5, M5 ag 5, CHRM5 PAM 4, CHRM4 PAM 17 and CRFR2-BP antag -14.
COc1ccccc1Nc1n[nH]c(=S)s1 was read as M5 antag 7, CHO-K1 Ca PAM 16, TAAR1 agonist 2, CRFR2-BP ag 0.9, TAAR1 antag -12, M5 ag -1, CHRM5 PAM 3, CHRM4 PAM -3 and CRFR2-BP antag 22.
`CCCCc1nnc(NC(=O)c2ccc(N3CCCC3=O)cc2)s1` gave M5 antag -4, CHO-K1 Ca PAM -7, TAAR1 agonist 3, CRFR2-BP ag 2.3, TAAR1 antag -3, M5 ag 4, CHRM5 PAM -3, CHRM4 PAM -2 and CRFR2-BP antag -17.
Screening CC1(C(=O)NS(=O)(=O)c2ccc(Br)cc2)CCN1C(=O)CCc1ccccc1 (stereo unspecified) returned M5 antag -1, CHO-K1 Ca PAM 2, TAAR1 agonist 2, TAAR1 antag -15, M5 ag 0, CHRM5 PAM 0 and CHRM4 PAM 6.
Cc1nn(-c2ccccc2)c(N)c1-c1ccccc1 was read as M5 antag -1, CHO-K1 Ca PAM 25, TAAR1 agonist 3, CRFR2-BP ag -1.3, TAAR1 antag -3, M5 ag -1, CHRM5 PAM 8, CHRM4 PAM -1 and CRFR2-BP antag -11.
For O[C@@H]1C2CCCC1[C@]1(O)CCCCC1C2 (stereo partly specified) the results were M5 antag 6, CHO-K1 Ca PAM 12, TAAR1 agonist 15, CRFR2-BP ag 1.9, TAAR1 antag -7, M5 ag -2, CHRM5 PAM -2, CHRM4 PAM 14 and CRFR2-BP antag -1.
`COc1ccc(-c2nc(N)nc(C(F)(F)F)c2-c2cscn2)c(O)c1` gave M5 antag -1, CHO-K1 Ca PAM 1, TAAR1 agonist 3, CRFR2-BP ag -3.6, TAAR1 antag -23, M5 ag 1, CHRM5 PAM 3, CHRM4 PAM -5 and CRFR2-BP antag 8.
Screening Cc1ccc(C(=O)Nc2ccc(N3CCCCC3)cc2)cc1 returned M5 antag 3, CHO-K1 Ca PAM 17, TAAR1 agonist 11, CRFR2-BP ag -1.2, TAAR1 antag 8, M5 ag -2, CHRM5 PAM 12, CHRM4 PAM 4 and CRFR2-BP antag -1.
`CCOC(=O)c1c(C)[nH]c(C(=O)OCC(=O)Nc2cccnc2Cl)c1C` gave M5 antag 3, CHO-K1 Ca PAM 28, TAAR1 agonist 0, CRFR2-BP ag -0.1, TAAR1 antag -16, M5 ag 0, CHRM5 PAM 0, CHRM4 PAM 7 and CRFR2-BP antag 8.
Screening CCOC(=O)CCNC(=O)N1CCCC(C(=O)c2ccccc2SC)C1 (stereo unspecified) returned M5 antag -2, CHO-K1 Ca PAM 5, TAAR1 agonist -5, CRFR2-BP ag 6.0, TAAR1 antag -7, M5 ag -5, CHRM5 PAM 3, CHRM4 PAM -4 and CRFR2-BP antag 20.

Overlap with the part before: 3 entries, then new ones.
Screening Cc1ccc(C(=O)Nc2ccc(N3CCCCC3)cc2)cc1 returned M5 antag 3, CHO-K1 Ca PAM 17, TAAR1 agonist 11, CRFR2-BP ag -1.2, TAAR1 antag 8, M5 ag -2, CHRM5 PAM 12, CHRM4 PAM 4 and CRFR2-BP antag -1.
`CCOC(=O)c1c(C)[nH]c(C(=O)OCC(=O)Nc2cccnc2Cl)c1C` gave M5 antag 3, CHO-K1 Ca PAM 28, TAAR1 agonist 0, CRFR2-BP ag -0.1, TAAR1 antag -16, M5 ag 0, CHRM5 PAM 0, CHRM4 PAM 7 and CRFR2-BP antag 8.
Screening CCOC(=O)CCNC(=O)N1CCCC(C(=O)c2ccccc2SC)C1 (stereo unspecified) returned M5 antag -2, CHO-K1 Ca PAM 5, TAAR1 agonist -5, CRFR2-BP ag 6.0, TAAR1 antag -7, M5 ag -5, CHRM5 PAM 3, CHRM4 PAM -4 and CRFR2-BP antag 20.
For Cc1ccc(C)c(N2CCN(C(=O)CC3Sc4ccccc4NC3=O)CC2)c1 (stereo unspecified) the results were TAAR1 agonist 8, CRFR2-BP ag -0.9, TAAR1 antag 30 and CRFR2-BP antag -9.
`Cc1cnc(NC(=O)C2COc3ccccc3O2)s1` (stereo unspecified) gave M5 antag -3, CHO-K1 Ca PAM 12, TAAR1 agonist -2, CRFR2-BP ag 1.1, TAAR1 antag -3, M5 ag -3, CHRM5 PAM 2, CHRM4 PAM 5 and CRFR2-BP antag 3.
Screening C[N+](C)(C)CCC(=O)N1C/C(=C/c2ccccc2)C(=O)/C(=C\c2ccccc2)C1 returned M5 antag -10, CHO-K1 Ca PAM -13, TAAR1 agonist 4, CRFR2-BP ag -0.9, TAAR1 antag -18, M5 ag 1, CHRM5 PAM 0, CHRM4 PAM -1 and CRFR2-BP antag 2.
`COc1cccc(NC(=O)c2sc(NC(=O)c3ccncc3)nc2C)c1` gave M5 antag 7, CHO-K1 Ca PAM 21, TAAR1 agonist 5, CRFR2-BP ag 0.2, TAAR1 antag -8, M5 ag 4, CHRM5 PAM 0, CHRM4 PAM -2 and CRFR2-BP antag 1.
`COc1ccccc1N1CC(C(=O)Nc2ccc(S(=O)(=O)N3CCCC3)cc2)CC1=O` (stereo unspecified) gave M5 antag 12, CHO-K1 Ca PAM 17, TAAR1 agonist 1, CRFR2-BP ag -1.0, TAAR1 antag -6, M5 ag 0, CHRM5 PAM -2, CHRM4 PAM 2 and CRFR2-BP antag 6.
`COc1ccc(S(=O)(=O)N(C)C[C@@H]2OCc3cnnn3CCCC(=O)N([C@@H](C)CO)C[C@H]2C)cc1` gave M5 antag 0, CHO-K1 Ca PAM 18, TAAR1 agonist 4, CRFR2-BP ag 2.8, TAAR1 antag -24, M5 ag 1, CHRM5 PAM -2, CHRM4 PAM -4 and CRFR2-BP antag 0.
CSc1ccc(OC2CCCCC2NS(=O)(=O)c2ccccc2)cc1 (stereo unspecified) was read as M5 antag -7, CHO-K1 Ca PAM 11, TAAR1 agonist 7, CRFR2-BP ag -3.0, TAAR1 antag -12, M5 ag -5, CHRM5 PAM -3, CHRM4 PAM -8 and CRFR2-BP antag -21.
For COc1ccc(-c2cc(C(F)(F)F)nc(SCC(=O)NCCCN3CCOCC3)n2)cc1 the results were M5 antag 0, CHO-K1 Ca PAM -14, TAAR1 agonist 2, CRFR2-BP ag 0.5, TAAR1 antag -3, M5 ag -2, CHRM5 PAM -3, CHRM4 PAM 4 and CRFR2-BP antag 3.
For O=C(NCCc1ccccc1)C1CCC(CNc2nc(=S)[nH]c3ccccc23)CC1 (stereo unspecified) the results were M5 antag 10, CHO-K1 Ca PAM -7, TAAR1 agonist 23, CRFR2-BP ag 0.9, TAAR1 antag -2, M5 ag 0, CHRM5 PAM 1, CHRM4 PAM 11 and CRFR2-BP antag -11.
`COn1c(=O)c(-c2cccs2)[n+]([O-])c2ccccc21` gave M5 antag -7, CHO-K1 Ca PAM 11, TAAR1 agonist 7, CRFR2-BP ag 0.5, TAAR1 antag 1, M5 ag -3, CHRM5 PAM 0, CHRM4 PAM -5 and CRFR2-BP antag -3.
`Cc1noc(C)c1CSCC(=O)Nc1ccc(S(C)(=O)=O)cc1` gave M5 antag -6, CHO-K1 Ca PAM -17, TAAR1 agonist 1, CRFR2-BP ag -0.4, TAAR1 antag -15, M5 ag 4, CHRM5 PAM 4, CHRM4 PAM -1 and CRFR2-BP antag -4.
`COc1ccc(Cl)cc1NS(=O)(=O)c1cccc(C(=O)NCC(C)(C)N2CCOCC2)c1` gave M5 antag -3, CHO-K1 Ca PAM -1, TAAR1 agonist 2, CRFR2-BP ag 2.9, TAAR1 antag 4, M5 ag -2, CHRM5 PAM 8, CHRM4 PAM 0 and CRFR2-BP antag -17.
CCOC(=O)c1c(C)[nH]c(C)c1C(=O)COC(=O)c1ccc([N+](=O)[O-])s1 was read as M5 antag -1, CHO-K1 Ca PAM 7, TAAR1 agonist 0, CRFR2-BP ag -0.2, TAAR1 antag 12, M5 ag 1, CHRM5 PAM -2, CHRM4 PAM 2 and CRFR2-BP antag 1.
COC(CNC(=O)CCc1c(C)nc2c(-c3ccc(F)cc3)c(C)nn2c1C)OC was read as M5 antag 0, CHO-K1 Ca PAM 4, TAAR1 agonist 8, CRFR2-BP ag -6.2, TAAR1 antag -21, M5 ag 1, CHRM5 PAM -3, CHRM4 PAM -10 and CRFR2-BP antag 6.
CCCCn1c(N)c(N(CC(C)C)C(=O)c2cc(Br)c(Br)s2)c(=O)[nH]c1=O was read as M5 antag 7, CHO-K1 Ca PAM 5, TAAR1 agonist 21, CRFR2-BP ag 0.0, TAAR1 antag -7, M5 ag 4, CHRM5 PAM 0, CHRM4 PAM 0 and CRFR2-BP antag -1.
For CC(C)(C)CC(C)(C)NC(=O)c1ccccc1 the results were M5 antag 5, CHO-K1 Ca PAM -17, TAAR1 agonist 8, CRFR2-BP ag -1.2, TAAR1 antag 4, M5 ag 3, CHRM5 PAM 1, CHRM4 PAM 2 and CRFR2-BP antag -11.
For N#CC1C(C#N)N2CCCN2C1c1ccc(Cl)cc1 (stereo unspecified) the results were M5 antag -1, CHO-K1 Ca PAM 8, TAAR1 agonist 3, CRFR2-BP ag 0.3, TAAR1 antag 12, M5 ag -2, CHRM5 PAM -3, CHRM4 PAM 4 and CRFR2-BP antag 7.
For N#Cc1cn(OCc2ccccc2)c(=O)[nH]c1=O the results were M5 antag -2, CHO-K1 Ca PAM 19, TAAR1 agonist 2, CRFR2-BP ag -0.2, TAAR1 antag 0, M5 ag -1, CHRM5 PAM 7, CHRM4 PAM 15 and CRFR2-BP antag -5.
`Cc1ccc(SCc2ccc(C(=O)N3CCCC3)cc2)cc1` gave M5 antag 2, CHO-K1 Ca PAM 21, TAAR1 agonist 5, CRFR2-BP ag 0.0, TAAR1 antag -6, M5 ag 1, CHRM5 PAM 2, CHRM4 PAM -3 and CRFR2-BP antag 10.
Screening O=C(O)CC(NC(=O)c1cccc([N+](=O)[O-])c1)c1ccc2c(c1)OCO2 (stereo unspecified) returned M5 antag 0, CHO-K1 Ca PAM 19, TAAR1 agonist 0, CRFR2-BP ag -0.6, TAAR1 antag 12, M5 ag -3, CHRM5 PAM -1, CHRM4 PAM 1 and CRFR2-BP antag 12.
O=C(N/N=C/c1cccn1-c1cccc(C(=O)O)c1)Nc1ccccc1 was read as M5 antag 10, CHO-K1 Ca PAM -7, TAAR1 agonist -4, CRFR2-BP ag -0.3, TAAR1 antag -9, M5 ag 2, CHRM5 PAM -10, CHRM4 PAM 2 and CRFR2-BP antag -21.

Screens: PubChem BioAssay, several laboratories
